Screening results: PubChem BioAssay, National Center for Advancing Translational Sciences (NCATS)
TRHR PAM = qHTS for Small Molecule Agonists and Allosteric Enhancers of Human TRH Receptor: Primary Screen for Enhancers | TRHR cells, fluo-8 calcium fluorescence, EC20 TRH enhancement | enhancement, % at 2 µM | 360,000 compounds, 0.66% hits; in the data active means enhancement above about 30%; further: 0% is about no effect
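TRHR-expressing cells loaded with fluo-8 calcium dye were read kinetically (ex 480/em 530) during compound addition, then stimulated with an EC20 of TRH (10 nM final). Enhancement of the Gq-mediated intracellular calcium response was scored.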
RXFP1 antagonist = qHTS Assay for Antagonists of the Relaxin Receptor RXFP1 | Relaxin receptor 1 (Homo sapiens), Q9HBX9 | HEK293-RXFP1, relaxin-stimulated cAMP HTRF, 30 min; active compounds read low | activity change, negative = inhibition, % at 57.5 µM | 350,000 compounds, 0.59% hits | AID 1259400, 2018;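 active means activity change of -60% or lower, but not beyond a set lower limit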; further: on the % scale 0 is the no-effect control and ±100 the full control effect
D2 agonist = HTS Assay for Allosteric Agonists of the Human D2 Dopamine Receptor: Primary Screen for Agonists; D(2) dopamine receptor (Homo sapiens), P14416; 340,000 compounds, 0.53% hits; activation, % at 2 µM; HEK293 T-REx D2 cells, calcium flux agonist mode; AID 485358, 2010;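 active means activation over 3 SD above normal in the single-dose calcium agonist read, cut at about 30% in these data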; further: 0% is about no effect
Target sequence (P14416 whole entry, looked up): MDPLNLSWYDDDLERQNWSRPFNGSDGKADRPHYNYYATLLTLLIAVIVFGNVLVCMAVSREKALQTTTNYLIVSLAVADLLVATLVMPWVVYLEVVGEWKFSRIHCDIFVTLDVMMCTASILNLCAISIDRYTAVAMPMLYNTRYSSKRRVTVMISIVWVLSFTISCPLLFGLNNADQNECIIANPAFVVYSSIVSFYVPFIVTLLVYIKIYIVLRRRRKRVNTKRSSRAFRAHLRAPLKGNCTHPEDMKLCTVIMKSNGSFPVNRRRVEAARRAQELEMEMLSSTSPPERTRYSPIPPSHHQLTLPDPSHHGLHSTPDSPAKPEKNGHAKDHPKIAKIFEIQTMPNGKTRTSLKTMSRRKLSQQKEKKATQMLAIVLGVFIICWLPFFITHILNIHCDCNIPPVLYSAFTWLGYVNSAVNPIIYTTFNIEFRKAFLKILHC
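Tetracycline-induced HEK293 Trex cells with D2 receptor force-coupled to calcium signaling, plated overnight at 30 C and loaded with no-wash calcium dye. Calcium flux read kinetically for 180 s after compound addition; responses flag agonists.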
D2 antagonist = HTS Assay for Allosteric Antagonists of the Human D2 Dopamine Receptor: Primary Screen for Antagonists | D(2) dopamine receptor (Homo sapiens), P14416 | HEK293 TREx D2 cells, calcium flux, dopamine EC80 | inhibition, % at 10 µM | 340,000 compounds, 2% hits; in the data active means inhibition above about 30%; further: 0% is about no effect
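Calcium mobilization kinetics were recorded at 1 s intervals in tetracycline-induced HEK293 T-REx D2 cells, first for 180 s after compound addition and then 180 s after EC80 dopamine.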
D1 agonist = Allosteric Agonists of the Human D1 Dopamine Receptor: qHTS. AID 504660, 2011. D(1A) dopamine receptor (Homo sapiens), P21728. HEK293 T-REx D1 cells, calcium flux, agonist mode. activation, % at 2 µM. 360,000 compounds, 1% hits; further: 0% is about no effect
Target sequence (P21728 whole entry, looked up): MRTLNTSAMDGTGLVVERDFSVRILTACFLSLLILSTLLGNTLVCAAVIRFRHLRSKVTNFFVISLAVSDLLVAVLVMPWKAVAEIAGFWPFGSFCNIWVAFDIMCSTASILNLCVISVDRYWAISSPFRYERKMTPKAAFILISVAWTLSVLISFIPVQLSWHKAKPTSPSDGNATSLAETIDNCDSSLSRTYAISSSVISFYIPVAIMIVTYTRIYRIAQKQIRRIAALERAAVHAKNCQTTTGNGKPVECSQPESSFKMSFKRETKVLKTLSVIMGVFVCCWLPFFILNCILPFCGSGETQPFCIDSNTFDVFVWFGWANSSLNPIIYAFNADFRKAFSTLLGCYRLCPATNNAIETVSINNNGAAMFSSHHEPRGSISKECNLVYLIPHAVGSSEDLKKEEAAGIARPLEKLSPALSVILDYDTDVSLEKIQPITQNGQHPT
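Agonism was scored from calcium flux recorded over 180 s (1 read/s) after pintool compound addition, following a 10-cycle baseline. Cells were inducible force-coupled HEK293 TREx D1, plated overnight at 30 C and loaded with no-wash calcium dye.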
D1 antag = Antagonist of Human D 1 Dopamine Receptor: qHTS | HEK293 TREx D1 cells, calcium flux, dopamine EC80; active compounds read low | D(1A) dopamine receptor (Homo sapiens), P21728 | activity change, negative = inhibition, % at 10 µM | 360,000 compounds, 3.2% hits; in the data active means activity change below about -30%; further: on the % scale 0 is the no-effect control and ±100 the full control effect
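Tetracycline-induced HEK293 Trex D1 cells, force-coupled to calcium, dye-loaded; compounds added and read 180 s, then EC80 dopamine added and calcium flux tracked kinetically another 180 s.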
D1 PAM = Potentiators of Human D1 Dopamine Receptor: qHTS | HEK293 TREx D1 cells, calcium flux, dopamine EC20 potentiation | 360,000 compounds, 0.036% hits | AID 504651, 2011 | D(1A) dopamine receptor (Homo sapiens), P21728 | potentiation, % at 10 µM; in the data active means potentiation above about 30%; further: 0% is about no effect
TRHR ag = qHTS for Small Molecule Agonists and Allosteric Enhancers of Human TRH Receptor: Primary Screen for Agonists. Thyrotropin-releasing hormone receptor (Homo sapiens), P34981. TRHR cells, calcium flux fluo-8, FDSS agonist mode. activation, % at 2 µM. 360,000 compounds, 0.18% hits; further: 0% is about no effect
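TRHR-expressing cells loaded with fluo-8 calcium dye; 23 nL library compound pin-transferred, kinetic FDSS fluorescence (Ex 480/Em 530) recorded about 180 s for agonist-induced calcium release, before a 10 nM TRH EC20 addition for potentiator mode.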
D2 potentiator = HTS Assay for Positive Allosteric Modulators of the Human D2 Dopamine Receptor: Primary Screen for Potentiators. D(2) dopamine receptor (Homo sapiens), P14416. HEK293 T-REx D2, calcium flux, EC20 dopamine potentiation. 340,000 compounds, 0.34% hits. potentiation, % at 10 µM;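 active means potentiation over 3 SD above the plate norm, cut at about 30% in these data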; further: 0% is about no effect
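Potentiation of an EC20 dopamine calcium response is measured in a force-coupled, tetracycline-inducible Hek293 Trex D2 line. Compound-only kinetic reads over 180 s flag agonists before dopamine addition.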
* = called active by the depositor; nt = not tested or not shown. Unless noted, no stated cut-off is given here; in the data, active means activation above about 30%; inactive means the rest.

SMILES	TRHR PAM	RXFP1 antagonist	D2 agonist	D2 antagonist	D1 agonist	D1 antag	D1 PAM	TRHR ag	D2 potentiator
O=C(CN1C(=O)C2CC=CCC2C1=O)OCC(=O)c1ccc(Cl)c([N+](=O)[O-])c1 (stereo not drawn)	-3	3	0.0	0	7	-5	-4	-0.1	-3
O/N=C\c1ccccc1Oc1ccc(F)cc1	-8	-7	-0.3	-10	1	-7	-5	0.1	-6
Cc1nnc(NC(=O)c2ccc3ccccc3n2)s1	0	6	-0.3	-9	1	6	7	-1.2	-8
Cc1ccc(S(=O)(=O)N2CCCC2CNC(=O)C(=O)NCCN2CCOCC2)cc1 (stereo not drawn)	-8	-2	-0.2	-21	0	-2	1	-0.2	-11
CC(=O)c1ccc(N2CCN(c3nc4c(S(=O)(=O)c5ccc(C)c(C)c5)nnn4c4ccc(Cl)cc34)CC2)cc1	0	5	0.5	nt	1	10	-2	-0.1	4
COc1ccc(N(C(=O)c2snc(C(N)=O)c2N)C(C(=O)NCc2ccc(F)cc2)c2ccc(C)o2)c(OC)c1 (stereo not drawn)	-1	-10	1.1	9	7	-5	-7	0.8	15
CCc1ccccc1-n1c(N)c(C(=O)OC)c2nc3ccccc3nc21	2	nt	0.2	nt	0	-11	-2	0.1	5
CC(C)Nc1ncnc2c1cnn2-c1ccccc1	-12	nt	0.5	-3	1	1	-5	0.1	4
CSc1ccccc1C(=O)NCCOc1ccccc1C	-2	2	0.8	-28	1	-8	2	-1.8	4
Cc1ccc(C(=O)Nc2cccc(-c3cn4ccccc4n3)c2)cc1	0	-14	nt	nt	5	-27	-6	2.3	nt
CCCOc1ccc(Cn2c(C)nc([N+](=O)[O-])c2SCC(O)COC)cc1[N+](=O)[O-] (stereo not drawn)	-2	10	0.3	2	8	17	-3	0.4	-12
COc1ccccc1C(=O)Nc1cccc(C(=O)N2CCOCC2)c1	0	-6	nt	nt	2	5	-1	-0.5	nt
CCC(=O)c1c[nH]c(C(=O)NCCc2ccccn2)c1	-8	-2	0.2	0	2	7	2	-0.2	-6
CC(=O)c1cccc(NC(=O)CSc2nnc(-c3ccc(S(=O)(=O)N4CCCC4)cc3)o2)c1	-1	2	-0.4	-17	4	-7	12	0.7	19
CC(C)(C)C(O)C(Cc1ccccc1Cl)n1cncn1 (stereo not drawn)	-8	3	-0.5	3	2	-3	5	0.1	5
COc1ccccc1N1CCN(CCCNC(=O)Nc2ccccc2)CC1	4	-1	87*	101*	1	-18	-11	-0.2	-30
Cc1ccc2c(c1)C(c1ccncc1)=NNC(c1cccnc1)=N2	9	-8	-2.6	14	1	12	-4	-1.3	4
Cc1[nH]c(=O)[nH]c(=O)c1/C=N/NC(=O)[C@@H](N)CC(C)C	3	2	0.2	-1	4	1	-11	-0.2	-1
Clc1ccc(Nc2nc3ccccc3n3nnnc23)cc1	-2	-5	-0.1	-8	0	6	-1	0.1	-4
Cc1cccc(NC(=O)CN2C(=O)S/C(=C\c3ccccn3)C2=O)c1	1	-1	-0.3	-11	0	7	-3	0.1	-6

Molecules shown so far that have a Cl atom:
SMILES	TRHR PAM	RXFP1 antagonist	D2 agonist	D2 antagonist	D1 agonist	D1 antag	D1 PAM	TRHR ag	D2 potentiator
O=C(CN1C(=O)C2CC=CCC2C1=O)OCC(=O)c1ccc(Cl)c([N+](=O)[O-])c1 (stereo not drawn)	-3	3	0.0	0	7	-5	-4	-0.1	-3
CC(=O)c1ccc(N2CCN(c3nc4c(S(=O)(=O)c5ccc(C)c(C)c5)nnn4c4ccc(Cl)cc34)CC2)cc1	0	5	0.5	nt	1	10	-2	-0.1	4
CC(C)(C)C(O)C(Cc1ccccc1Cl)n1cncn1 (stereo not drawn)	-8	3	-0.5	3	2	-3	5	0.1	5
Clc1ccc(Nc2nc3ccccc3n3nnnc23)cc1	-2	-5	-0.1	-8	0	6	-1	0.1	-4

Other structures follow.
SMILES	TRHR PAM	RXFP1 antagonist	D2 agonist	D2 antagonist	D1 agonist	D1 antag	D1 PAM	TRHR ag	D2 potentiator
N#Cc1c(SCC(N)=O)nc2c(c1-c1ccc(O)cc1)CCCC2	5	10	0.5	8	15	8	-11	-0.6	8
C=CCNc1ccc(C(=O)O)cc1	-7	-2	0.7	-3	2	-12	3	2.0	-2
COc1ccccc1NC(=O)c1nc(SCc2ccc(F)cc2)ncc1Cl	-3	-2	0.5	nt	1	-4	0	0.7	-4
CCOC(=O)CSc1nnc(-c2ccncc2)o1	3	-7	0.0	-10	2	-13	-5	1.0	9
FC(F)(F)c1ccccc1/C=N/N1CCN(Cc2ccccc2)CC1	5	-31	-0.5	30*	2	3	-4	-0.3	-21
COc1ccccc1N1CCN(CC(=O)Nc2ccc(-n3cnnn3)cc2)CC1	0	-3	0.0	3	4	-6	10	-0.4	-20
COc1ccc(NC(=O)CSCC(=O)Nc2ccccc2C(=O)N2CCCCC2)cc1	-2	-1	0.1	-28	-1	-12	nt	-0.1	0
Cc1ccc(-c2nc3n(n2)C(c2ccccc2Cl)C=C(c2ccc(Cl)cc2)N3)cc1 (stereo not drawn)	22	0	0.1	nt	-3	-3	0	-0.8	16
N#C/C(C(=O)Nc1ccc(Cl)cc1)=C(/S)Nc1ccccc1	-6	-27	0.2	6	25	1	-4	0.0	-3
COc1ccc(/C=C/C(=O)c2cc3c(cc2N)OCO3)cc1	8	-9	1.0	-9	1	0	-1	-0.2	nt
COc1ccc(/C=C(\C#N)C(=O)N2CCOCC2)cc1Br	-2	nt	0.0	9	2	16	3	0.2	-10
COc1ccc(C)cc1S(=O)(=O)N(CC(N)=O)Cc1ccccc1	-1	6	0.4	-23	6	-4	3	0.8	13
CC1CCc2sc(C(=O)NCC3CCCO3)cc2C1 (stereo not drawn)	1	20	-1.1	-25	2	15	-6	0.1	-10
Cc1ccccc1C([O-])=Nc1ccc[n+](-c2nc3ccccc3nc2NS(=O)(=O)c2ccccc2)c1	6	-5	-0.1	-8	4	-1	-2	0.5	9
Cc1cc(C)c(C#N)c(SCC(=O)N(CCC#N)c2ccc3c(c2)OCCO3)n1	-6	-13	-0.2	-7	3	4	0	0.0	9
CC1(C)CC(=O)C2=C(C1)N(CC1CCCO1)C(=O)C2(O)C(F)(F)F (stereo not drawn)	-5	-2	1.2	14	1	6	-4	0.3	7
Cc1ccc(NC(=O)Nc2cccc([N+](=O)[O-])c2)cc1F	-1	-8	4.9	20	32*	-57*	-6	1.7	-10
COc1ccc(NC(=O)CSc2nc(O)cc(=O)n2-c2ccccc2)cc1	-2	-15	-0.8	8	3	14	3	1.1	-2
COc1cc(/C=N/O)cc(Br)c1OCc1cccc(Cl)c1	2	-19	1.3	19	4	-8	-4	0.0	0
COc1ccc(CNC(=O)CCNS(=O)(=O)c2ccc(NC(C)=O)cc2)cc1OC	-3	10	0.6	14	0	-4	-7	0.1	8
CCOc1ccc(OCCSc2nc3ccccc3n2CC(=O)O)cc1	-5	-9	0.4	-6	1	-10	-5	0.1	6
CN(C)S(=O)(=O)c1cccc(NC(=O)c2ccc(N3CCOCC3)c([N+](=O)[O-])c2)c1	2	-21	1.8	-6	1	1	-5	0.7	-6
Clc1ccc2nc(COc3ccccc3)[nH]c2c1	-2	17	1.2	-5	3	-18	-20	-1.1	-2
CCC(=O)Oc1ccc(NC(=O)c2ccco2)cc1	2	-5	1.7	7	-1	-6	-8	0.4	16
O=C(COc1ccc(Cl)cc1Cl)Nc1nc2n(n1)C(c1ccccc1)CC(=O)N2 (stereo not drawn)	7	16	-1.1	1	2	2	0	-0.2	25
CCC(NS(=O)(=O)c1ccc(OC)cc1)C(=O)O (stereo not drawn)	1	1	3.1	-20	1	-21	-5	0.1	-2
Cc1ccc(NC(=O)C(C)N2CCCC2)cc1Cl (stereo not drawn)	-2	5	0.2	33*	1	13	4	0.4	-19
COc1ccc(NC(=O)Cn2c(-c3ccc(OC)cc3)cn(-c3ccc(C)cc3)c2=O)cc1	1	-3	0.0	12	-3	3	0	0.9	-15
O=C(COc1ccc(Cl)cc1)N1CCN(c2cccc(C(F)(F)F)c2)CC1	1	-10	1.2	-17	7	-12	-6	0.0	35*
Cc1ccc(-c2cc(-c3ccc4c(c3)NC(=O)CO4)nc3c2COc2ccc(C)cc2-3)cc1	25	nt	-0.3	nt	-1	2	-3	0.8	-1
COc1ccc(CNC(=O)C2CCC(=O)N(CCCN3CCCC3=O)C2)cc1 (stereo not drawn)	-1	-12	0.6	-2	1	1	10	-0.8	8
O=C1C(c2ccccc2)C(c2ccccc2)NC(c2ccccc2)C1c1ccccc1 (stereo not drawn)	-1	-10	0.2	-5	2	-3	-1	0.5	-10
COC(=O)C1C/C(=N\NS(=O)(=O)c2ccc(C)cc2)c2ccsc2C1 (stereo not drawn)	3	-4	nt	nt	1	-16	-5	-0.6	4
COc1ccc2nc(NC(=O)Nc3ccccc3OC)sc2c1	9	-14	0.9	-15	3	5	-3	2.1	13
O=C(CCNC(=O)c1ccc(Cl)cc1)Nc1ccccc1N1CCCCC1	-2	0	-1.5	0	0	18	-6	-0.1	-11
Cc1ccc(CNC(=O)CCS(=O)(=O)c2ccc(Br)s2)o1	0	7	-0.3	1	0	2	7	-0.1	5
O=C(Nc1ccc(C(=O)O)cc1)/C(=C\c1ccc2c(c1)OCO2)NC(=O)c1ccc(Br)o1	-1	-1	-0.1	17	4	-2	-4	-0.6	-1
Cn1nc(C(=O)OCC(=O)Nc2cc(Cl)ccc2C#N)c2ccccc2c1=O	4	4	nt	nt	3	-19	-10	0.7	nt
CC(=O)c1c(C)[nH]c(C(=O)OCC(=O)c2c(N)n(C)c(=O)n(C)c2=O)c1C	-2	nt	0.7	-4	4	6	3	0.8	6
Cc1ccc(NC2=NCCCCC2)cc1	-3	-11	0.4	-17	3	12	-9	-0.3	7
CC1(C)CC(=O)C2=C(C1)N(c1ccc(F)cc1)C(=O)C2(NC(=O)c1ccccc1)C(F)(F)F (stereo not drawn)	-11	nt	nt	nt	1	2	-9	1.1	0
O=C(Nc1cccc(C(=O)OCc2cc(=O)n3nc(C4CC4)sc3n2)c1)c1ccc(F)cc1	4	4	2.7	nt	4	9	0	0.8	4
CC(=O)NCCc1nc2ccccc2n1Cc1ccccc1	-3	nt	0.3	1	3	-5	nt	1.2	-4
